Screening results from PubChem.
sPLA2-III inh = Blocks human group III sPLA2 activity | Q9NZ20 | QFRET BODIPY PC-A2 liposome hydrolysis, fluorescence | inhibition, % at 12.2 µM | 0.56% of 370,000 active;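 active = inhibition above mean plus 3 SD of compounds lying within the high and low control bounds, cut at about 19% in these data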;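 also: 0% = median of test compound wells and 100% = no enzyme DMSO wells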
hcDAF-12 act = H. contortus DAF-12 activation, primary screen; HEK293 hcDAF-12 lit1-tk-luc reporter, luminescence; 0% DMSO, 100% Δ7-dafachronic acid; 1.4% of 370,000 active; activation, % at 6.8 µM; AID 652067;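 active = activation above the mean of all tested compounds plus 3 SD, cut at about 5.5% in these data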;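 also: 100% = response to 3 µM Δ7-dafachronic acid high control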
NPR2 activator = GC-B (human) receptor activation. activation, % at 10 µM. P20594. 0.11% of 370,000 active. HEK293-GC-B cells, CNP EC30, cGMP TR-FRET; 0% at EC30 CNP, 100% saturating CNP;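 active = activation at 10 µM reaching about 35% in either raw or pattern-adjusted values, limit read from the data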
Target sequence (P20594 whole entry, looked up): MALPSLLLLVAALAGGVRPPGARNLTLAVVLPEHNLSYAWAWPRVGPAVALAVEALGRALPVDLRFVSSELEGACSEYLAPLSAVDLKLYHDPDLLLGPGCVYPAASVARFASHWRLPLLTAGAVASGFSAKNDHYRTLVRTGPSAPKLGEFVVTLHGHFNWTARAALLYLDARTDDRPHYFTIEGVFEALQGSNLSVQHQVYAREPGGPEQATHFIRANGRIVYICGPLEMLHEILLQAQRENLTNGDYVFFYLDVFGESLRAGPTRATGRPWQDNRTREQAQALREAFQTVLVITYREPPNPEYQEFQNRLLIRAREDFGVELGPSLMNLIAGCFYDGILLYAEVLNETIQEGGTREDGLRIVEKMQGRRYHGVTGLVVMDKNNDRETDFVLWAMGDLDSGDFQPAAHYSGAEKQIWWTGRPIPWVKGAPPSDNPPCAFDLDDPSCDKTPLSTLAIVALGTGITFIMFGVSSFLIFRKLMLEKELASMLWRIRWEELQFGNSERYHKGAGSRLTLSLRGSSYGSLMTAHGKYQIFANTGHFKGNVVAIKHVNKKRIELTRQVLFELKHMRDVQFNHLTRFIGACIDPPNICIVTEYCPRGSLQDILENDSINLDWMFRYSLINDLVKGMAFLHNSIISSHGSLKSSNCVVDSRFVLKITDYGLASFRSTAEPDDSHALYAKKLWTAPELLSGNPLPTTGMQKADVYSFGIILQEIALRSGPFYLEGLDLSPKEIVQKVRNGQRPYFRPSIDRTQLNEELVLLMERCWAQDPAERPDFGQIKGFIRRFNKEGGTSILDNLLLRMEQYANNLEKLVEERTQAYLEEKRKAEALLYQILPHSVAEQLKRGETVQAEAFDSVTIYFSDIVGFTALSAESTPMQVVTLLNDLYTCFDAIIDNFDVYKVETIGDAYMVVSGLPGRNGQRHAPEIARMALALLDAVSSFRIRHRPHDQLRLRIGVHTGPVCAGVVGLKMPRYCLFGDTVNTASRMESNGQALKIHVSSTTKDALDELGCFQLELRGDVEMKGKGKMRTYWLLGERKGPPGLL
SMARCA2 act = increases SMARCA2 function in MMTV reporter cells; MG213 cells, MMTV-luciferase reporter, dexamethasone, overnight; activation, % at 9.1 µM; 1% of 370,000 active; in the data active = activation above about 7.8%;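 also: 0% = vehicle wells and 100% = reference activator wells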
proKLK7 act = activates the human kallikrein-7 zymogen; P49862; purified proKLK7, EDANS-DABCYL substrate fluorescence; 100% is mature enzyme control, 0% vehicle; activation, % at 7 µM; 0.9% of 370,000 active; AID 652039;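 active = activation above the mean of all tested compounds plus 3 SD, computed per campaign excluding outliers beyond control limits, cut at about 13% in these data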
hgDAF12 agonist = agonists of H. glycines DAF-12 nuclear receptor; HEK293 GAL4-hgDAF12 UAS-luciferase reporter, agonist luminescence; normalized to butyrate control; 1.8% of 370,000 active; activation, % at 6.8 µM;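 active = activation above a cutoff set at the mean of all screened compounds plus 3 SD, cut at about 10% in these data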;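 also: 0% = DMSO wells and 100% = sodium butyrate wells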
FXN GAA850 act = activators of GAA850 frataxin (FXN) promoter; HEK293 lucGAA850 FXN promoter luciferase reporter, 24 h; percent of 10 µM SAHA response; 0.56% of 360,000 active; activation, % at 6 µM;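 active = activation above the average of all compounds screened plus 3 SD, cutoff fixed separately per campaign, cut at about 7.5% in these data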;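 also: 0% = DMSO wells and 100% = 10 µM SAHA wells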
GC-A act = GC-A (human) enzyme activation; HEK293 GC-A cells, cGMP TR-FRET, EC30 ANP; 0% at EC30 ANP, 100% saturating ANP; activation, % at 10 µM; 0.14% of 370,000 active; in the data active = activation above about 40%
DAX1 inh-1 = NR0B1 (DAX1) inhibition | P51843 | HEK293 Gal4-DAX1 luciferase reporter, luminescence | inhibition, % at 6.75 µM | 0.99% of 340,000 active | AID 504766;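 active = inhibition above the mean over all tested compounds plus 3 SD, cut at about 4.2% in these data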;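 also: 0% = DAX1-transfected cells with DMSO and 100% = empty-vector control cells with DMSO; inhibition shows as a rise in luminescence from relieved DAX1 repression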
DAX1 inh-2 = inhibitors of DAX1 repression of SF-1 activated StAR promoter | AID 652010 | HEK293T StAR-luciferase reporter, SF-1/DAX-1 repression relief | 1.1% of 370,000 active | inhibition, % at 6.8 µM;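 active = inhibition above the mean over all tested compounds plus 3 SD, cut at about 3.6% in these data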;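 also: 0% = DAX-1 cells with DMSO and 100% = cells lacking DAX-1 with DMSO; higher inhibition means more luminescence from relief of DAX-1 repression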
ssDAF-12 act = activators of S. stercoralis DAF-12 nuclear receptor; AID 652126; HEK293 ssDAF-12/GRIP1 lit1-tk-luc reporter, luminescence; % of 3 µM dafachronic acid response; 1% of 370,000 active; activation, % at 6.8 µM;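 active = activation above the mean over all tested compounds plus 3 SD, cut at about 0.9% in these data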;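 also: 0% = DMSO-only wells and 100% = 3 µM delta7-dafachronic acid wells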
Starred values were filed as active, the others as inactive; . = no result given.

Short forms – A = sPLA2-III inh; B = hcDAF-12 act; C = NPR2 activator; D = SMARCA2 act; E = proKLK7 act; F = hgDAF12 agonist; G = FXN GAA850 act; H = GC-A act; I = DAX1 inh-1; J = DAX1 inh-2; K = ssDAF-12 act
[1] COc1cc(NC(=O)c2nccnc2C(=O)O)cc(OC)c1
  A: -1 | B: -0.5 | C: 3 | D: 1 | E: -0.2 | F: -0.7 | G: 1.4 | H: 21 | I: 1.8 | J: 0.6 | K: -0.9

[2] CCOC(=O)c1cn(-c2c(C)n(C)n(-c3ccccc3)c2=O)c2c(F)c(F)c(F)cc2c1=O
  A: 0 | B: 1.2 | C: 3 | D: -3 | E: 0.2 | F: 0.1 | G: 1.4 | H: 1 | I: . | J: -0.5 | K: -2.0

[3] COc1ccc(NCc2ccsc2)cc1
  A: 7 | B: 0.5 | C: -1 | D: 1 | E: 0.0 | F: 1.4 | G: 0.4 | H: -1 | I: -0.1 | J: 0.5 | K: -0.5

[4] CCNC(=O)C1(C)CCCN(Cc2ccc3ccccc3c2Br)C1 (stereo not given)
  A: -1 | B: -0.9 | C: -1 | D: -2 | E: -0.1 | F: -2.2 | G: -0.5 | H: -4 | I: . | J: -0.9 | K: -1.7

[5] C=CCn1c(SCC(=O)NCCCC(=O)OCC)nc2scc(-c3ccco3)c2c1=O
  A: -6 | B: -1.7 | C: -2 | D: -3 | E: 0.6 | F: 0.4 | G: 0.0 | H: -1 | I: -1.1 | J: -0.6 | K: -1.2

[6] CS(=O)(=O)N(CC(=O)Nc1ccc(S(=O)(=O)N2CCCC2)cc1)c1cccc(F)c1
  A: -22 | B: 0.9 | C: 1 | D: 0 | E: 0.6 | F: -1.3 | G: 3.3 | H: 1 | I: -0.3 | J: -0.5 | K: -1.9

[7] O=C(Nc1cccc(-c2cccc(F)c2)c1)C1CCN(C2CCC2)CC1
  A: -9 | B: 0.7 | C: 3 | D: 3 | E: -0.1 | F: -0.5 | G: 1.2 | H: 0 | I: -0.9 | J: 3.4 | K: -1.3

[8] CC(NS(=O)(=O)c1ccc(Cl)cc1)C(c1cccs1)N1CCN(C)CC1 (stereo not given)
  A: -1 | B: -0.3 | C: -6 | D: 0 | E: -0.1 | F: -1.8 | G: -1.2 | H: -7 | I: 0.9 | J: 1.1 | K: -0.8

[9] Cc1nc(-c2ccccc2)sc1C(=O)NS(=O)(=O)c1ccc(CN2CCN(c3ccccc3)CC2)cc1
  A: -35 | B: 0.1 | C: 3 | D: 3 | E: 0.2 | F: 0.2 | G: . | H: 1 | I: . | J: 0.7 | K: -0.7

[10] Cc1ccc(C)c2[nH]c(=O)c(CCNC(=O)CC(C)C)cc12
  A: 1 | B: -1.3 | C: -3 | D: 2 | E: -0.6 | F: 2.6 | G: 0.6 | H: 0 | I: 0.8 | J: 1.4 | K: -2.0

[11] O=C(Nc1ccc(-c2ccc(N3CCCCC3)nn2)cc1)c1ccco1
  A: 9 | B: 1.2 | C: 3 | D: 1 | E: -1.7 | F: 1.9 | G: 2.5 | H: 1 | I: -0.5 | J: 2.5 | K: -0.6

[12] Cc1cc(-c2ccccc2)nc2cc(C(=O)OC(C)C)nn12
  A: 6 | B: -2.6 | C: -4 | D: 0 | E: 7.5 | F: -0.9 | G: 1.8 | H: -5 | I: 1.6 | J: 0.1 | K: -1.2

[13] COc1ccc(C(=O)NC2CCCc3c2cnn3-c2ccccc2F)cc1OC (stereo not given)
  A: 5 | B: -4.3 | C: -2 | D: -3 | E: 0.9 | F: -3.4 | G: -2.8 | H: 6 | I: -1.3 | J: -7.5 | K: -2.0

[14] COC(=O)CCN(C)CCC(=O)OC
  A: 10 | B: -1.2 | C: . | D: 0 | E: -0.3 | F: 0.0 | G: 2.9 | H: . | I: 1.6 | J: -0.3 | K: -1.1

[15] O=c1cc(Nc2ccc3c(c2)OCCO3)[nH]c(=O)n1Cc1ccc(F)cc1
  A: 2 | B: -3.0 | C: 1 | D: -1 | E: -0.3 | F: -2.9 | G: -6.5 | H: -3 | I: 0.0 | J: -1.5 | K: -1.8

The results go on:
Short forms – A = sPLA2-III inh; B = hcDAF-12 act; C = NPR2 activator; D = SMARCA2 act; E = proKLK7 act; F = hgDAF12 agonist; G = FXN GAA850 act; H = GC-A act; I = DAX1 inh-1; J = DAX1 inh-2; K = ssDAF-12 act
[16] Cc1c(-c2cc(C(=O)O)on2)cnn1C
  A: 0 | B: -1.4 | C: 1 | D: -1 | E: -1.2 | F: 1.2 | G: 1.7 | H: 2 | I: -0.3 | J: 0.5 | K: -0.7

[17] COc1ccc(C(CC(=O)Nc2ccccn2)N2Cc3ccccc3C2=O)cc1OC (stereo not given)
  A: -3 | B: -1.4 | C: 19 | D: -3 | E: -0.3 | F: -3.3 | G: -0.5 | H: 12 | I: -0.2 | J: 0.1 | K: -0.9

[18] CCn1nnnc1NCc1ccc(SC)cc1
  A: -3 | B: -0.6 | C: 3 | D: -2 | E: 0.2 | F: -3.6 | G: -0.7 | H: 1 | I: 2.1 | J: 0.2 | K: -0.5

[19] CCCCn1ccnc1C(=O)c1cccc(S(=O)(=O)N2CC(C)CC(C)C2)c1 (stereo not given)
  A: -8 | B: -1.4 | C: -2 | D: -1 | E: -0.1 | F: -3.5 | G: -0.3 | H: 4 | I: -1.0 | J: -1.7 | K: -1.6

[20] Cc1ccc(OC(=O)c2ccc(Cl)c([N+](=O)[O-])c2)cn1
  A: 16 | B: 1.0 | C: -2 | D: 0 | E: 0.4 | F: -2.2 | G: -0.7 | H: 9 | I: -0.1 | J: 0.1 | K: -1.2

[21] O=C(CN1CCc2cc3c(cc2C1)OCCCO3)Nc1ccc(S(=O)(=O)N2CCCC2)cc1
  A: 3 | B: -3.7 | C: -6 | D: -1 | E: 0.6 | F: 1.0 | G: -2.0 | H: 4 | I: -0.7 | J: 0.4 | K: -1.0

[22] CCc1c(-c2ccccc2)nc(N)c(C#N)c1-c1cccs1
  A: -5 | B: 0.5 | C: 0 | D: -2 | E: 0.1 | F: -4.5 | G: 3.8 | H: 3 | I: 0.4 | J: -0.7 | K: -1.6

[23] Cc1nnsc1S(=O)(=O)Cc1ccccc1C(F)(F)F
  A: -6 | B: 0.4 | C: -2 | D: 0 | E: 0.2 | F: -1.7 | G: -0.7 | H: -5 | I: -0.3 | J: -0.1 | K: -1.4

[24] COc1ccc(NC(=O)NC(C(F)(F)F)C(F)(F)F)cc1
  A: 5 | B: -1.7 | C: 3 | D: -1 | E: -0.3 | F: -1.7 | G: 1.6 | H: 2 | I: 0.0 | J: -0.6 | K: -1.4

[25] CCCCn1c(N)c(N(CCOC)C(=O)c2cc(S(=O)(=O)N3CCOCC3)ccc2Cl)c(=O)[nH]c1=O
  A: 1 | B: -0.6 | C: 5 | D: 3 | E: -0.4 | F: 0.6 | G: -0.3 | H: 0 | I: 0.5 | J: -0.6 | K: -0.2

[26] COc1ccc(S(=O)(=O)NNC(N)=S)cc1
  A: 11 | B: 0.7 | C: -4 | D: -2 | E: -0.5 | F: 4.0 | G: 1.0 | H: 0 | I: -0.3 | J: 0.7 | K: -1.2

[27] O=C(c1ccco1)N1CCN(Cc2nc(Cc3ccccc3)no2)CC1
  A: 1 | B: -0.9 | C: 11 | D: 3 | E: -0.2 | F: 0.4 | G: 0.6 | H: 0 | I: 0.2 | J: 0.5 | K: -1.1

[28] O=C(Nc1nnc(SCCC2OCCO2)s1)C1CC(=O)N(c2ccccc2)C1 (stereo not given)
  A: -4 | B: -0.2 | C: -4 | D: 0 | E: 0.0 | F: -1.8 | G: -1.2 | H: 0 | I: 0.6 | J: -1.1 | K: -0.8

[29] Cc1nn2cnc3sc4c(c3c2nc1=O)CCCC4
  A: 3 | B: -2.4 | C: -10 | D: 2 | E: -0.1 | F: -2.1 | G: -1.1 | H: 3 | I: -0.2 | J: -0.8 | K: -1.1

[30] Cc1csc(NC(=O)C2CCCN2C(=O)Oc2ccccc2)n1 (stereo not given)
  A: 3 | B: -1.0 | C: -1 | D: 0 | E: -0.3 | F: 1.0 | G: -1.9 | H: -1 | I: 0.0 | J: 0.6 | K: -0.6

Another view of part of the listing above:
Each structure is followed by: sPLA2-III inh, hcDAF-12 act, NPR2 activator, SMARCA2 act, proKLK7 act, hgDAF12 agonist, FXN GAA850 act, GC-A act, DAX1 inh-1, DAX1 inh-2, ssDAF-12 act
23	Cc1nnsc1S(=O)(=O)Cc1ccccc1C(F)(F)F
 : -6, 0.4, -2, 0, 0.2, -1.7, -0.7, -5, -0.3, -0.1, -1.4
24	COc1ccc(NC(=O)NC(C(F)(F)F)C(F)(F)F)cc1
 : 5, -1.7, 3, -1, -0.3, -1.7, 1.6, 2, 0.0, -0.6, -1.4
25	CCCCn1c(N)c(N(CCOC)C(=O)c2cc(S(=O)(=O)N3CCOCC3)ccc2Cl)c(=O)[nH]c1=O
 : 1, -0.6, 5, 3, -0.4, 0.6, -0.3, 0, 0.5, -0.6, -0.2
26	COc1ccc(S(=O)(=O)NNC(N)=S)cc1
 : 11, 0.7, -4, -2, -0.5, 4.0, 1.0, 0, -0.3, 0.7, -1.2
27	O=C(c1ccco1)N1CCN(Cc2nc(Cc3ccccc3)no2)CC1
 : 1, -0.9, 11, 3, -0.2, 0.4, 0.6, 0, 0.2, 0.5, -1.1

Remaining list, next part.
Short forms – A = sPLA2-III inh; B = hcDAF-12 act; C = NPR2 activator; D = SMARCA2 act; E = proKLK7 act; F = hgDAF12 agonist; G = FXN GAA850 act; H = GC-A act; I = DAX1 inh-1; J = DAX1 inh-2; K = ssDAF-12 act
[31] Cc1nc(-c2ccc(S(=O)(=O)Nc3ccc(Br)cc3Cl)s2)cs1
  A: -62 | B: -0.4 | C: 7 | D: -2 | E: -0.5 | F: -1.4 | G: 0.7 | H: 0 | I: 3.6 | J: -0.1 | K: -1.8

[32] Cc1ccc(C2SCC(C(=O)O)N2C(=O)c2ccc(F)cc2)cc1 (stereo not given)
  A: 8 | B: 0.8 | C: 1 | D: -1 | E: 0.5 | F: -0.7 | G: 1.4 | H: 0 | I: -0.6 | J: 0.4 | K: -0.8

[33] O=C(COc1ccccc1)Nc1nc(-c2cccs2)cs1
  A: -9 | B: -2.8 | C: 1 | D: 0 | E: -0.7 | F: -1.6 | G: 3.4 | H: 5 | I: 0.2 | J: 0.3 | K: -1.0

[34] CCOC(=O)c1c[nH]c2ccc([N+](=O)[O-])cc12
  A: -2 | B: -0.7 | C: 4 | D: 5 | E: -0.6 | F: 2.2 | G: -1.8 | H: 7 | I: 3.4 | J: -0.1 | K: -1.2

[35] COc1ccc2oc(C(=O)OCC(=O)Nc3cccc(S(=O)(=O)N4CCOCC4)c3)c(C)c2c1
  A: -15 | B: -2.8 | C: -1 | D: 5 | E: -3.3 | F: 0.9 | G: -0.3 | H: 0 | I: -0.7 | J: -1.2 | K: -1.1

[36] CCOc1cc(/C=C2\SC(=S)N(NS(=O)(=O)c3ccc(C)cc3)C2=O)ccc1O
  A: -26 | B: -0.3 | C: -20 | D: -2 | E: 0.2 | F: 0.1 | G: 0.8 | H: -17 | I: 1.1 | J: -0.1 | K: -1.3

[37] Cc1ccc(C(=O)N/N=C/c2sc(=O)n(Cc3cccc(C(=O)O)c3)c2Cl)cc1
  A: -5 | B: -0.9 | C: -4 | D: 3 | E: 0.0 | F: 0.2 | G: 0.5 | H: 0 | I: 0.3 | J: -0.2 | K: 0.1
